Screening results as filed in PubChem.
Bim-Bcl-XL – human Bim-Bcl-XL interaction inhibition; Q07817; Bim peptide-Bcl-XL binding, bead flow cytometry, fluorescence; inhibition, % at 10 µM; 190,000 compounds, 0.04% hits; AID 1007
Target sequence (Q07817 whole entry, looked up): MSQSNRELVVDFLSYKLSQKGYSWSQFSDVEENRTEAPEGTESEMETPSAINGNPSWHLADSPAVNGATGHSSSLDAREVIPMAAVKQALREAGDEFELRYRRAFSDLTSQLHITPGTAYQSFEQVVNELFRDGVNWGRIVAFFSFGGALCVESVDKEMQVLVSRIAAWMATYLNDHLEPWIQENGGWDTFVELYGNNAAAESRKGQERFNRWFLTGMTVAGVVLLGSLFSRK
Mcl-1 Bim block – human Bim-Mcl-1 interaction inhibition; Bead-based flow cytometry, Bim peptide-Mcl-1 binding; Q07820; 190,000 compounds, 0.1% hits; inhibition, % at 10 µM;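 also: 0% = no compound tracer wells and 100% = peptide blocker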
Target sequence (Q07820 whole entry, looked up): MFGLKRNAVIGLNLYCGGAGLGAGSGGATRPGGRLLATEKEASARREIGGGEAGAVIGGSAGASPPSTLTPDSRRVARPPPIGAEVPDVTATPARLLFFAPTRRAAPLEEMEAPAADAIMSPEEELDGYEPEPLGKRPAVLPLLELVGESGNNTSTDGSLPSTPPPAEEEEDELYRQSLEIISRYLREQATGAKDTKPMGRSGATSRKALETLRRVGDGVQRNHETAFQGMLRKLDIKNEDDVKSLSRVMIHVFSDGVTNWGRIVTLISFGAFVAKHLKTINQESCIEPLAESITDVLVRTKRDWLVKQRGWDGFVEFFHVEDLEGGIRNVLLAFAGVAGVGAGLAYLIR
RGS7-Gao reg – human RGS7-Galphao interaction regulation; P09471; AID 1439; 220,000 compounds, 0.35% hits; Multiplexed bead flow cytometry, RGS7-Galphao binding; actives lie on both sides; binding response (% of control), % at 10 µM; in the data active = binding response below about 49% or above about 150%; inconclusive = no clear call, values can overlap the other calls; inactive = in between;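 also: fluorescent Galphao held in activated GDP-AlF4 state binding bead-coupled RGS7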
RGS4-Gao reg – human RGS4-Galphao interaction regulation; P09471; Multiplexed bead flow cytometry, RGS4-Galphao binding; actives lie on both sides; binding response (% of control), % at 10 µM; 220,000 compounds, 0.33% hits; AID 1415; in the data active = binding response below about 49% or above about 150%; inactive = in between;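 also: fluorescent Galphao activated with aluminum fluoride binding bead-coupled RGS4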
Bcl-B Bim block – inhibitors of Bim-Bcl-B interaction, human; bead-based flow cytometry, Bim peptide-Bcl-B binding; Q9HD36; inhibition, % at 10 µM; 190,000 compounds, 0.073% hits; AID 951;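 also: 0% = tracer peptide without compound and 100% = reference inhibitor peptide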
RGS8-Gao reg – regulators of human RGS8-Galphao interaction; P09471; multiplexed bead flow cytometry, RGS8-Galphao binding; actives lie on both sides; response (percent of control binding), % at 10 µM; 220,000 compounds, 0.34% hits; AID 1423; in the data active = response below about 60% or above about 140%; inactive = in between;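 also: Galphao activated as the GDP aluminium fluoride complex binding bead-coupled RGS8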
Bcl-W Bim block – inhibitors of Bim-Bcl-W interaction, human. inhibition, % at 10 µM. Q92843. 190,000 compounds, 0.02% hits. bead-based flow cytometry, Bim peptide-Bcl-W binding. AID 952;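 also: 0% = bound tracer without compound and 100% = peptide blocker; higher means less fluorescent Bim peptide bound to Bcl-W beads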
Target sequence (Q92843 whole entry, looked up): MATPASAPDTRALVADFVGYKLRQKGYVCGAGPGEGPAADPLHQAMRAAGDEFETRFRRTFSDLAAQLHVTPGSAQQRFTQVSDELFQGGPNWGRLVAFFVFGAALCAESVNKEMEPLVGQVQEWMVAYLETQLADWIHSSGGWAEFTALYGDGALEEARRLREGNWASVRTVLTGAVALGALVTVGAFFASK
ABCB1 inh – blocks JC-1 efflux by human ABCB1 transporter. CCRF-Adr cells, flow cytometry. P08183. 190,000 compounds, 0.067% hits. inhibition, % at 6.6 µM. AID 1326; in the data active = inhibition above about 40%;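 also: 0% = vehicle and 100% = reference inhibitor; higher value means more JC-1 retained so stronger ABCB1 efflux block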
Bim-Bcl-2 – disrupts Bim peptide binding to human Bcl-2; P10415; Bead-based flow cytometry, Bim peptide-Bcl-2 binding; inhibition, % at 10 µM; 190,000 compounds, 0.06% hits; AID 950; in the data active = inhibition above about 40%; inconclusive = no clear call, values can overlap the other calls;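 also: 0% = no compound wells with probe peptide and 100% = reference peptide inhibitor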
Target sequence (P10415 whole entry, looked up): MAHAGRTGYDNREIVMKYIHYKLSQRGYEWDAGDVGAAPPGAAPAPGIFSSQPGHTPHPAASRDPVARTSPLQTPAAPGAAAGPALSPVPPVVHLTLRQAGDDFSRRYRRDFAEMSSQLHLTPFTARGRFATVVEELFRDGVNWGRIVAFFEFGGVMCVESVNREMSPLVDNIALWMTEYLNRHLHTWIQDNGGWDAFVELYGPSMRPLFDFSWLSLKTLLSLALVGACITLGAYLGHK
Bim-Bfl-1 – human Bim-Bfl-1 interaction inhibition; Q16548; Bead-based flow cytometry, Bim-Bfl-1 binding inhibition; inhibition, % at 10 µM; 190,000 compounds, 0.12% hits;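 also: 0% = wells without compound plus tracer and 100% = blocker peptide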
ABCG2 inh – human ABCG2 inhibition, ABCB1 as counter-screen; Q9UNQ0; IgMXP3 cells, JC-1 efflux, flow cytometry; inhibition, % at 6.6 µM; 190,000 compounds, 0.1% hits;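 active = inhibition above 80%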;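 also: 0% = DMSO and 100% = nicardipine control wells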
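System: two drug-resistant human cell lines, ABCG2 and ABCB1; controls: nicardipine high and DMSO low controls; times: 10 min exposure at 25 °C with rotation, no wash; detection: flow cytometry of retained JC-1 fluorescence; read-out basis: percent efflux inhibition, scaled nicardipine 100% to DMSO 0%; doses: one concentration, 6.6 µM final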
Numbers without * were called inactive; ? = inconclusive; / = no result given. Rule as the data show it, unless noted: active = inhibition above about 40%.

compound,Bim-Bcl-XL,Mcl-1 Bim block,RGS7-Gao reg,RGS4-Gao reg,Bcl-B Bim block,RGS8-Gao reg,Bcl-W Bim block,ABCB1 inh,Bim-Bcl-2,Bim-Bfl-1,ABCG2 inh
Cc1ncc([N+](=O)[O-])n1CCOC(=O)c1ccccc1,-10,-5,101,101,-11,101,-6,0.1,-6,-5,1
Cc1cc(Cl)c2ccccc2n1,-6,-4,104,100,-3,104,-2,1.6,-2,0,4
CC(C)(C)c1ccc(C(=O)N2CCC(=O)N(C(CO)Cc3ccccc3)CC2)cc1 (stereo not drawn),-2,0,102,97,-4,96,-1,1.2,1,0,0
Cc1ccc(Cn2nc(C)c(NC(=O)c3cc(-c4ccc5c(c4)OCO5)on3)c2C)cc1,-7,-5,101,102,-11,100,-1,1.4,-7,-14,42
COc1ccc(C2NCCc3sccc32)cc1 (stereo not drawn),0,0,106,103,2,102,1,0.3,-4,-3,1
CC(C)c1nc(SCC(=O)N2c3ccccc3CC2C)c2ccccc2n1 (stereo not drawn),-7,0,103,104,-4,105,1,0.1,-7,-10,1
COc1cccc(Cn2nnc(C(=O)Nc3cc(Cl)ccc3OC)c2N)c1,-2,0,98,97,-5,101,-1,0.1,-12,-14,3
CN(C1CCCCC1)S(=O)(=O)c1ccc(S(=O)(=O)N2CCCC2)cc1,-5,0,95,96,-7,95,-4,0.9,-10,-8,5
CCCCN1C(=O)C(O)=C(C(C)=O)C1c1ccccc1[N+](=O)[O-] (stereo not drawn),-1,0,?,96,-2,94,0,2.8,0,-1,9
COc1ccccc1N1C(=O)C2C3CC(c4ccccc4)C(C3)C2C1=O (stereo not drawn),-4,-4,97,100,-6,102,-1,1.1,0,-1,3
CCOc1ccc(NC(=O)Cn2c(=O)oc3ccccc32)cc1,0,-1,101,104,-1,101,1,0.2,-4,-1,1
Cc1ccc(NC(=O)C2CC(=O)N(C(C)C)C2)cc1Cl (stereo not drawn),-1,0,97,100,-1,91,1,1.5,-4,-8,7
COc1ccccc1-c1nc(C#N)c(N2CCC(Cc3ccccc3)CC2)o1,-3,-4,97,96,-5,100,-3,0.6,-2,-1,3
CCN(CC)c1ccc(NC(=O)c2ccccc2)cc1S(=O)(=O)Nc1ccccc1OC,-6,-10,124,95,-30,75,2,-1.5,2,28,-5
Nc1nc(NC(=O)CCCC(=O)O)nn1-c1ccccc1,-8,-1,101,99,-11,102,-1,0.5,-12,-15,1
O=C(COc1ccc(Cl)cc1)N1CCN(c2ncccn2)CC1,-4,-1,98,87,0,93,-1,0.9,-5,-3,5
CCOC(=O)Cc1cc(OC)c(OC)cc1Cc1cc(OC)c(OC)cc1CC(=O)OCC,-11,-4,103,106,-9,107,-1,1.0,-5,-6,1
CC(C)(C)c1cc(-c2ccco2)c(C#N)c(SCC#N)n1,-1,1,101,100,-1,100,-2,0.7,1,-1,2
Cc1ccc(NC(=O)N2CCSc3ccccc32)cc1,-1,-2,?,103,2,103,-4,1.5,-1,3,23
Cn1cc(CNCC2CCCO2)c(-c2ccc(Oc3ccccc3)cc2)n1 (stereo not drawn),-3,-2,98,101,-6,103,-2,0.6,0,-4,2
Cc1ccc(C)c2[nH]c(=O)c(CCNC(=O)c3cccs3)cc12,-3,-3,100,102,-2,101,0,2.5,-3,0,31
O=C(O)CCCNS(=O)(=O)c1cccc2nsnc12,-4,-1,106,110,-3,109,1,0.1,-9,-8,1
COc1ccc(CNC(C)C2COc3ccccc3O2)c(OC)c1 (stereo not drawn),-6,-4,102,101,-8,104,-1,3.0,-11,-23,31
O=C(CN1C(=O)CSc2ncccc21)NCCN1CCOCC1,0,2,97,102,-1,102,1,-2.0,-1,-6,-1
COc1cc(N=c2ssnc2Cl)cc(OC)c1OC,0,-6,106,89,-28,80,4,-0.4,4,32,-1
CCOc1ccc(N2C(=O)CC(NC3CCCCNC3=O)C2=O)cc1 (stereo not drawn),-7,0,99,101,-4,100,-3,2.2,7,-5,0
CC(=O)C1=C(O)C(=O)N(c2cccnc2)C1c1ccc([N+](=O)[O-])cc1 (stereo not drawn),-2,0,102,103,-2,100,0,0.4,-1,-4,3
Cc1ccc(-n2nnnc2SC(C(=O)c2c[nH]c3ccccc23)c2ccccc2)cc1 (stereo not drawn),-8,-2,102,102,-15,101,-5,-0.5,-13,-16,-2
N#Cc1c(-c2cccs2)cc(-c2cccnc2)nc1N,0,3,103,105,1,103,2,0.4,-1,2,3
c1ccc(N2CCN(Cc3cn4cccnc4n3)CC2)cc1,-6,0,109,105,-3,101,1,-1.0,-5,-10,-2
COC(=O)c1cc(OC)c(OC)cc1NC(=S)N1CCC(C(N)=O)CC1,-2,-2,103,102,0,104,0,0.4,0,2,2
CCC(C(=O)NCCCc1ccccc1)c1ccccc1 (stereo not drawn),-5,-4,99,99,-7,102,-6,0.6,-9,-9,9
CCc1nc2ccccc2c2nc3ccccc3n12,-9,1,107,106,-3,103,5,0.1,-10,-9,0
CCCC(=O)Nc1cccc(-c2nc3cc(C)c(C)cc3o2)c1,-2,0,97,98,0,100,0,0.3,-3,-1,5
COc1ccc(-c2nc(-c3cccc(C)c3)nc(Cl)c2C#N)cc1,-4,0,100,102,-6,100,0,-1.4,-11,-15,-6
O=C(COC(=O)Cn1cnc2ccccc2c1=O)Nc1cc(Cl)ccc1[N+](=O)[O-],-2,-4,102,100,-5,101,-3,0.8,2,0,12
COc1ccc(-c2nc(SC)n(C)c(=O)c2C#N)cc1OC,-2,2,100,100,7,91,5,0.3,0,1,0
CC1=CC2=NC(=O)/C(=C\c3cc(C)n(-c4ccc(F)cc4)c3C)C(=N)N2O1,5,6,93,95,5,83,5,2.8,5,10,18
CC(=O)NC1=NN(C(C)=O)C(C)(c2ccco2)S1 (stereo not drawn),0,0,102,100,-2,98,-1,-0.3,-2,-5,2
CCOC(=O)c1cn(Cc2ccccc2)nn1,-2,-1,102,103,-1,106,-1,2.4,-27,-4,16
COc1cccc(C(=O)NC(=O)Nc2cc(C)on2)c1,0,-5,104,102,-1,104,2,0.0,0,1,5
CC(C)Oc1ccc(CSC(=N)N)cc1,-2,-1,99,99,-1,101,-2,0.5,-2,-1,1
CCC(Cc1ccccc1)NC(=O)CN(C)S(=O)(=O)c1ccc2c(c1)c(=O)n(C)c(=O)n2C (stereo not drawn),-3,2,100,99,-3,101,0,0.5,-9,-9,3
COC(=O)c1cc(C#N)c(Oc2cccc(C)c2C)nc1C,-4,2,94,92,4,95,-1,-5.0,-2,3,-4
COc1ccc(OC)c(S(=O)(=O)N2CCN(C34CC5CC(CC(C5)C3)C4)CC2)c1,-6,0,100,102,-6,102,-2,1.2,-12,-16,2
COC(=O)CN1C(C)=Nc2ccc(Br)cc2C1c1ccccc1 (stereo not drawn),-9,-3,100,107,-11,105,-4,0.2,-8,-11,0
CCc1cc2c(=O)c(-c3nc4ccccc4n3C)c(C)oc2c(CN(CC)CC)c1O,-8,-5,97,101,-6,98,-2,0.7,-4,-5,0
CCOc1ccc(NC(=O)C2CCCN2C(=O)OCc2ccccc2)cc1 (stereo not drawn),-3,-1,96,104,-1,99,-2,2.1,-2,-9,4

By substructure, the entries above containing an NH in an aromatic ring (two)
compound,Bim-Bcl-XL,Mcl-1 Bim block,RGS7-Gao reg,RGS4-Gao reg,Bcl-B Bim block,RGS8-Gao reg,Bcl-W Bim block,ABCB1 inh,Bim-Bcl-2,Bim-Bfl-1,ABCG2 inh
Cc1ccc(C)c2[nH]c(=O)c(CCNC(=O)c3cccs3)cc12,-3,-3,100,102,-2,101,0,2.5,-3,0,31
Cc1ccc(-n2nnnc2SC(C(=O)c2c[nH]c3ccccc23)c2ccccc2)cc1 (stereo not drawn),-8,-2,102,102,-15,101,-5,-0.5,-13,-16,-2

(further entries)
compound,Bim-Bcl-XL,Mcl-1 Bim block,RGS7-Gao reg,RGS4-Gao reg,Bcl-B Bim block,RGS8-Gao reg,Bcl-W Bim block,ABCB1 inh,Bim-Bcl-2,Bim-Bfl-1,ABCG2 inh
COc1ccc(N(CC(=O)Nc2ccc(C(N)=O)cc2)S(=O)(=O)c2ccc(C)c([N+](=O)[O-])c2)cc1,-4,-3,91,94,-4,99,-1,0.1,-4,-7,0
Cc1cc(C)nc(/N=C(\N)C2=C(O)CC(C)(C)CC2=O)n1,/,/,97,101,/,103,/,0.0,/,/,2
Cc1ccc(N2C(=S)N=C(Nc3ccccc3C)C23CCOC(C)(C)C3)cc1 (stereo not drawn),-4,-2,95,97,-9,98,-3,0.1,0,-1,0
O=C(Nc1nc2c(s1)CCCC2)Oc1ccccc1,-11,-2,93,80,0,90,-4,-0.1,0,0,1
COc1cc(OC)c(NS(=O)(=O)c2cc(C(=O)OC(C)C(=O)NC3CC3)c(Cl)cc2Cl)cc1Cl (stereo not drawn),-9,-7,103,104,-6,102,-6,0.3,-6,-15,2
Cc1cccc(N(C(=O)C(F)(F)F)C(C(=O)NC2CCCCC2)c2cccs2)c1 (stereo not drawn),-9,-2,102,102,-8,101,0,-1.9,-10,-11,3
Cn1nnc2cc(C(=O)NC(C)(C)C)ccc21,-3,0,98,98,-3,96,-3,0.8,-6,-5,2
O=C1c2cccnc2C(Nc2ccc(Cl)cc2)N1Cc1cccs1 (stereo not drawn),-1,0,104,102,-1,103,0,1.0,0,-3,3
O=C(O)C1CCCN1c1ncnc2ccccc12 (stereo not drawn),-1,3,107,105,-2,115,-4,0.4,-1,-3,1
CCOc1cc(C2CC(=O)N3CN(C4CCCCC4)CSC3=C2C#N)ccc1O (stereo not drawn),-5,-4,104,99,-23,83,-3,-0.1,-9,10,0
CC(/C=N/NC(=O)c1cc(-c2ccc(C)o2)[nH]n1)=C\c1ccccc1,-5,-5,102,99,-10,100,-2,-1.2,-2,-6,-4
CC1(CC(=O)N/N=C/c2ccc(-c3ccc(C(=O)O)cc3)o2)OCCO1,-1,0,103,101,-2,97,-2,0.4,0,2,2
Nc1nc(C(=O)N2CCOCC2)nn1C(=O)c1ccc(Cl)cc1,-6,0,102,100,-4,100,0,-3.2,-5,-9,-4
O=C(CCc1ccccc1)NC(NC(=S)Nc1ccc(Br)cc1)C(Cl)(Cl)Cl (stereo not drawn),-3,1,100,96,-8,98,-2,0.4,-6,-8,1
N#C/C(=C\c1cn[nH]c1-c1ccccc1)C(=O)NC1CCCCCC1,-1,-1,105,107,-1,105,-2,0.7,-1,-3,10
CCc1ccc(NC2=NC(C(=O)c3ccccc3)CC(=O)N2)cc1 (stereo not drawn),-6,0,90,91,-1,97,-4,0.6,0,-6,2
CC(C)NS(=O)(=O)c1ccc2c3c(cccc13)CC2,0,0,?,98,1,99,0,-0.3,-2,-3,0
Cc1cccn2c(=O)c3cc(C#N)c(=O)n(CC4CCCO4)c3nc12 (stereo not drawn),-4,-1,103,100,-9,102,-1,1.4,-7,-6,11
CCOC(=O)c1cnc2ccc(C)cc2c1NCCO,-7,-2,107,106,-8,107,-5,-0.3,1,-1,0
